# ROS inducer: raises reactive oxygen species in U2OS cancer cells; U2OS ROS induction, H2DCF-DA fluorescence; ROS induction (% of piperlongumine), % at 10 µM; 2% of 46,000 active; in the data active = ROS induction above about 79%, passing the limit was not always enough;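 note: 0% = DMSO vehicle median and 100% = reference compound median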
# * marks the source's active call; other numbers are inactive results; & = joins results of further samples.
no.	canonical_smiles	ROS inducer
1	CCn1c(O)c(C=Nc2ccccc2)oc1=S	5
2	COc1ccc(/C=N/c2oc(C)c(C)c2C#N)c(OC)c1	7
3	COc1cc(NC(=O)C2CC=CCC2C(=O)O)ccc1NC(=O)c1ccccc1 (stereo not drawn)	-2
4	COc1ccc(/C=C/C(=O)Nc2nc3ccc(S(C)(=O)=O)cc3s2)cc1Br	8
5	C[C@@H]1CN([C@@H](C)CO)C(=O)c2cc(NC(=O)Cc3ccccc3)ccc2O[C@@H]1CN(C)CC1CCCCC1	1
6	C[C@@H]1CN([C@@H](C)CO)C(=O)c2cc(NC(=O)Nc3ccc4c(c3)OCO4)ccc2O[C@@H]1CN(C)Cc1ccc(C(F)(F)F)cc1	0
7	C[C@H]1CN([C@@H](C)CO)C(=O)c2cccc(NS(=O)(=O)c3cccs3)c2O[C@H]1CN(C)Cc1ccc(Oc2ccccc2)cc1	5
8	C[C@@H]1CN([C@H](C)CO)C(=O)c2cc(NS(=O)(=O)c3ccccc3)ccc2O[C@@H]1CN(C)Cc1ccc(-c2ccccc2)cc1	9
9	CCOC(=O)c1nnn2c1nc(N(Cc1ccccc1)Cc1ccccc1)c1ccccc12	173*
10	COc1ccc(S(=O)(=O)N(C)C[C@H]2Oc3ccc(NC(=O)C4CCCCC4)cc3C(=O)N([C@H](C)CO)C[C@@H]2C)cc1	70
11	CCOC(=O)c1c(-c2ccccc2)oc2ccc(NS(=O)(=O)c3ccc(CC)cc3)cc12	9
12	O=C(Cc1ccc(Cl)cc1)Nc1cccc(-c2nc3cc4ccccc4cc3[nH]2)c1	24
13	C[C@@H]1CN([C@H](C)CO)C(=O)c2cccc(NC(=O)C3CC3)c2O[C@H]1CN(C)S(=O)(=O)c1cccs1	-4
14	C[C@H](CO)N1C[C@H](C)[C@H](CN(C)CC2CCCCC2)Oc2ccc(NC(=O)CCN3CCOCC3)cc2CC1=O	12
15	Cc1noc(C)c1NC(=O)N(C)C[C@H]1Oc2ccc(NC(=O)CCN3CCOCC3)cc2CC(=O)N([C@@H](C)CO)C[C@@H]1C	0
16	Cc1ccc(S(=O)(=O)Nc2cccc3c2O[C@H](CN(C)S(=O)(=O)c2cccs2)[C@H](C)CN([C@@H](C)CO)C3=O)cc1	2
17	C[C@H]1CN([C@@H](C)CO)C(=O)c2cc(NC(=O)C3CC3)ccc2O[C@H]1CN(C)S(=O)(=O)c1cn(C)cn1	-4
18	COc1ccc(NC(=O)N(C)C[C@H]2OCCCC[C@@H](C)Oc3ccc(NS(=O)(=O)c4cn(C)cn4)cc3C(=O)N([C@H](C)CO)C[C@@H]2C)cc1	3
19	Clc1ccc(COC(Cn2ccnc2)c2ccc(Cl)cc2Cl)c(Cl)c1 (stereo not drawn)	-11&7
20	O=c1ccc2ccccc2o1	-10
21	CC(C)NC(=O)N(C)C[C@@H]1Oc2ccc(NC(=O)C3CCCCC3)cc2C(=O)N([C@H](C)CO)C[C@@H]1C	-8
22	Cc1noc(C)c1NC(=O)N(C)C[C@H]1Oc2c(NC(=O)NC3CCCCC3)cccc2C(=O)N([C@@H](C)CO)C[C@H]1C	-9
23	C[C@@H]1CN([C@H](C)CO)C(=O)Cc2cc(NS(=O)(=O)c3ccc(Cl)cc3)ccc2O[C@H]1CN(C)C(=O)Nc1ccc(F)cc1	-3
24	C[C@H](CO)N1C[C@H](C)[C@H](CN(C)Cc2ccc(Cl)c(Cl)c2)Oc2c(NC(=O)CCCCCC(=O)Nc3ccccc3N)cccc2C1=O	121*
25	C[C@@H]1CN([C@@H](C)CO)C(=O)c2cccc(NS(=O)(=O)c3ccc(Cl)cc3)c2O[C@@H]1CN(C)Cc1ccc(-c2ccccc2)cc1	49
26	Cc1ccc(-c2nc3ncccn3c2NC(=O)c2cccc(C(F)(F)F)c2)cc1	-6
27	COc1ccc(/C=C/C(=O)O[C@@H]2[C@@H](OC(C)=O)[C@@H](OC(C)=O)[C@H](O[C@H]3[C@@H]4C=CO[C@@H](O[C@@H]5O[C@H](CO)[C@@H](O)[C@H](O)[C@H]5O)[C@@H]4[C@@]4(CO)O[C@@H]34)O[C@H]2C)cc1	2
28	C[C@H]1CN([C@@H](C)CO)C(=O)c2cccc(NC(=O)Nc3ccc(C(F)(F)F)cc3)c2O[C@H]1CN(C)Cc1ccc(C(=O)O)cc1	-6
29	COc1ccc(S(=O)(=O)N(C)C[C@@H]2Oc3ccc(NC(=O)Cc4ccccc4)cc3C(=O)N([C@H](C)CO)C[C@@H]2C)cc1	-8
30	C[C@@H]1CN([C@@H](C)CO)C(=O)c2cccc(NC(=O)CCCCCC(=O)Nc3ccccc3N)c2O[C@H]1CN(C)Cc1ccccc1	53
31	CC(C)NC(=O)Nc1ccc2c(c1)C(=O)N([C@@H](C)CO)C[C@@H](C)[C@@H](CN(C)C(=O)Nc1ccc3c(c1)OCO3)O2	-4
32	C[C@H]1CN([C@@H](C)CO)C(=O)Cc2cc(NS(=O)(=O)c3cccs3)ccc2O[C@@H]1CN(C)Cc1ccc(Cl)c(Cl)c1	10
33	COc1ccc(NC(=O)Nc2cccc3c2O[C@@H](CN(C)S(C)(=O)=O)[C@H](C)CN([C@@H](C)CO)C3=O)cc1	111*
34	Cc1c(C)c(C)c2[nH]c(-c3ccc4c(c3)OCO4)nc2c1C	-5
35	COc1ccc(NC(=O)N(C)C[C@@H]2Oc3ccc(N(C)C)cc3C(=O)N([C@H](C)CO)C[C@H]2C)cc1	-8
36	C[C@H]1CN([C@@H](C)CO)C(=O)c2cc(NC(=O)NC3CCCCC3)ccc2O[C@@H]1CN(C)S(=O)(=O)c1cccs1	5
37	COc1cc(Br)c(S(=O)(=O)NCCOc2ccc(C(C)(C)C)cc2)cc1OC	25
38	CCNC(=O)CN(c1ccc(Br)c(C)c1)S(C)(=O)=O	-14
39	Cc1ccc(S(=O)(=O)N(C)C[C@H]2Oc3ccc(NS(=O)(=O)c4cccs4)cc3CC(=O)N([C@@H](C)CO)C[C@H]2C)cc1	-1
40	COc1ccc(S(=O)(=O)Nc2ccc3c(c2)C(=O)N([C@H](C)CO)C[C@H](C)[C@H](CN(C)C(=O)NC(C)C)OCCCC[C@@H](C)O3)cc1	-7
41	COc1ccc(NC(=O)N(C)C[C@H]2Oc3c(NC(=O)Nc4ccccc4)cccc3C(=O)N([C@H](C)CO)C[C@@H]2C)cc1	-1
42	C[C@H]1CN([C@@H](C)CO)C(=O)c2cccc(NC(=O)Nc3ccc4c(c3)OCO4)c2O[C@H]1CN(C)S(=O)(=O)c1ccc(F)cc1	13
43	Cc1cc(Cl)c(OCCCSc2nc(C)cc(=O)[nH]2)c(Br)c1	8
44	C[C@H](CO)N1C[C@H](C)[C@@H](CN(C)C(=O)NC2CCCCC2)Oc2c(NC(=O)Nc3cccc4ccccc34)cccc2C1=O	5
45	NC(=O)c1ccccc1NC(=O)CS(=O)(=O)Cc1ccccc1	-10
46	COC(=O)c1cc(NC(=O)CSc2nc(C)nc3sc4c(c23)CCC4)cc(C(=O)OC)c1	-1
47	COC(=O)N(C)C[C@H]1OCc2cnnn2CCCC(=O)N([C@@H](C)CO)C[C@@H]1C	5
48	C[C@H]1CN([C@@H](C)CO)C(=O)c2cc(NS(=O)(=O)c3ccc(F)cc3)ccc2O[C@H]1CN(C)C	3
49	C[C@@H]1CN([C@H](C)CO)C(=O)c2cc(NS(=O)(=O)c3ccccc3)ccc2O[C@H]1CN(C)S(=O)(=O)c1cn(C)cn1	-8
50	Cc1c(Br)c([N+](=O)[O-])nn1CC(=O)NCc1ccccc1	-6
51	Cc1noc(C)c1NC(=O)N(C)C[C@@H]1Oc2c(NC(=O)Nc3ccccc3)cccc2C(=O)N([C@@H](C)CO)C[C@H]1C	-10
52	C[C@H](CO)N1C[C@H](C)[C@@H](CN(C)Cc2ccc(Oc3ccccc3)cc2)Oc2c(NC(=O)Nc3ccc4c(c3)OCO4)cccc2C1=O	21
53	COc1ccc(CN(C)C[C@@H]2Oc3c(NC(=O)Nc4ccc(F)cc4)cccc3C(=O)N([C@H](C)CO)C[C@H]2C)cc1	13
54	CCOC(=O)C1CCCN(Cc2ccccc2)C1 (stereo not drawn)	4
55	O=C(Nc1ccc(S(=O)(=O)NCC2CCCO2)cc1)C1CCCO1 (stereo not drawn)	-10
56	Clc1nc(NCCN2CCOCC2)nc(NC2CCCCC2)n1	3
57	C[C@H]1CN([C@@H](C)CO)C(=O)CCCn2cc(nn2)CO[C@@H]1CN(C)Cc1ccc2cccnc2c1	10
58	COc1ccc(S(=O)(=O)Nc2ccc3c(c2)C(=O)N([C@@H](C)CO)C[C@H](C)[C@@H](CN(C)S(=O)(=O)c2ccc(F)cc2)O3)cc1	-5
59	C[C@H]1CN([C@@H](C)CO)C(=O)CCCn2cc(nn2)CO[C@H]1CN(C)Cc1ccccc1C(F)(F)F	6
60	Cc1cccc(CN(C)C[C@@H]2OCc3cnnn3CCCC(=O)N([C@@H](C)CO)C[C@@H]2C)c1	-1

# More entries
no.	canonical_smiles	ROS inducer
61	CNc1nc2c(Cl)cc(Cl)cc2s1	-12
62	Cn1ncc(C#N)c1NC(=O)C1CC(c2c(F)cccc2Cl)=NO1 (stereo not drawn)	-2
63	COc1ccc2c(c1OC)C(=O)OC2[C@H]1c2c(cc3c(c2OC)OCO3)CCN1C (stereo partly drawn)	-1
64	COc1ccc(C2Oc3c(OC)cc(CCCO)cc3C2CO)cc1OC1OC(CO)C(O)C(O)C1O (stereo not drawn)	-9
65	Cc1cccc(NC(=O)c2cccnc2)c1C	-16
66	O=C(Nc1ccc(N2CCN(c3ccc(C(F)(F)F)cn3)CC2)nc1)c1cccs1	-6
67	COC(=O)C1=C(C)NC2=C(C(=O)CC(C)(C)C2)C1c1ccncc1 (stereo not drawn)	1
68	Cc1ccc(OCC(=O)Nc2ccccc2-c2nc3ccccc3s2)cc1C	3
69	CCN1C(=O)C(O)(CC(=O)c2ccco2)c2cc(Br)ccc21 (stereo not drawn)	-2
70	O=C(CSc1nc2ccccc2o1)N1CCC(n2cccc2)CC1	-14
71	C[C@@H]1CN([C@@H](C)CO)C(=O)c2cc(NS(=O)(=O)c3cccs3)ccc2O[C@H]1CN(C)C(=O)Nc1ccc(F)cc1	-5
72	C[C@@H]1CN([C@H](C)CO)C(=O)Cc2cc(NC(=O)NC3CCCCC3)ccc2O[C@H]1CN(C)C(=O)Nc1ccccc1	6
73	CCN1CCCC1CNC(=O)c1cc(NC(C)=O)c(N(C)C)cc1OC (stereo not drawn)	-8
74	C[C@@H]1CN([C@@H](C)CO)C(=O)c2cccc(NS(=O)(=O)c3cn(C)cn3)c2O[C@H]1CN(C)Cc1ccc(Cl)c(Cl)c1	0
75	O=C(CCCCCCC(=O)N/N=C/c1ccc(CO)o1)NO	-6
76	CC(=O)c1cccc(NC(=O)CSc2nc3ccccc3c(=O)n2-c2ccccc2)c1	27
77	Cn1c(=O)cc(Nc2ccccc2)c2c(=O)n(-c3ccccc3)c(=O)n(-c3ccccc3)c21	63
78	Cc1cc(C)c(S(=O)(=O)NCC(=O)Nc2ccc(Br)cc2)c(C)c1	-7
79	CC1=CCC(C(C)(C)O[C@@H]2O[C@H](CO[C@@H]3O[C@H](COC(=O)c4cc(O)c(O)c(O)c4)[C@@H](O)[C@H](O)[C@H]3O)[C@@H](O)[C@H](O)[C@H]2O)CC1 (stereo partly drawn)	-11
80	CC(C)NC(=O)Nc1ccc2c(c1)CC(=O)N([C@H](C)CO)C[C@H](C)[C@H](CN(C)CC1CCCCC1)O2	2
81	CO/N=C(\C(=O)NC1C(=O)N2C(C(=O)OCOC(=O)C(C)(C)C)=C(/C=C\c3scnc3C)CSC12)c1csc(N)n1 (stereo not drawn)	60
82	O=C(CCCCCCC(=O)Nc1ccccc1O)N/N=C/c1c[nH]c2ccccc12	8
83	C[C@]12C=CC(=O)C=C1CC[C@@H]1[C@@H]2[C@@H](O)C[C@@]2(C)[C@H]1CC[C@]2(O)C(=O)CO	8
84	Nc1ccc(S(=O)(=O)NC(=O)c2ccccc2)cc1	-12
85	C[C@H](CO)N1C[C@H](C)[C@@H](CN(C)C(=O)Nc2ccnc(N3CCOCC3)c2)OCc2cn(nn2)CCCC1=O	29
86	C[C@@H]1CN([C@@H](C)CO)C(=O)c2cc(NC(=O)Nc3ccc(F)cc3)ccc2O[C@H]1CN(C)Cc1ccc(-c2ccccc2)cc1	5
87	C[C@H]1CN([C@@H](C)CO)C(=O)Cc2cc(NC(=O)Nc3ccc(F)cc3)ccc2O[C@@H]1CN(C)CC1CCCCC1	9
88	CCn1nc(C)c(N=Cc2ccc(N(C)C)c(Br)c2)c1C	-1
89	S=C(NC1CCCCC1)N(Cc1ccccc1)Cc1ccccc1	44
90	C=C1C(=O)O[C@@H]2/C=C(/C)[C@@H]3C/C=C(/C[C@@H](OC(=O)/C(=C/CO)CO)[C@@H]12)C[C@@](O)(C(C)C)C(=O)O3	27
91	C=CCN1C(=O)[C@@]2(O[C@@H](CCn3cc(CCO)nn3)[C@H]([Si](C)(C)c3ccc(OC)cc3)[C@H]2C)c2cc(N3C(=O)c4cccc5cccc3c45)ccc21	90*

# Arranged by number of heavy atoms (rising): 5 of the compounds above
no.	canonical_smiles	ROS inducer
84	Nc1ccc(S(=O)(=O)NC(=O)c2ccccc2)cc1	-12
88	CCn1nc(C)c(N=Cc2ccc(N(C)C)c(Br)c2)c1C	-1
89	S=C(NC1CCCCC1)N(Cc1ccccc1)Cc1ccccc1	44
83	C[C@]12C=CC(=O)C=C1CC[C@@H]1[C@@H]2[C@@H](O)C[C@@]2(C)[C@H]1CC[C@]2(O)C(=O)CO	8
91	C=CCN1C(=O)[C@@]2(O[C@@H](CCn3cc(CCO)nn3)[C@H]([Si](C)(C)c3ccc(OC)cc3)[C@H]2C)c2cc(N3C(=O)c4cccc5cccc3c45)ccc21	90*

# From entry 88 as far as 91, as listed above:
no.	canonical_smiles	ROS inducer
88	CCn1nc(C)c(N=Cc2ccc(N(C)C)c(Br)c2)c1C	-1
89	S=C(NC1CCCCC1)N(Cc1ccccc1)Cc1ccccc1	44
90	C=C1C(=O)O[C@@H]2/C=C(/C)[C@@H]3C/C=C(/C[C@@H](OC(=O)/C(=C/CO)CO)[C@@H]12)C[C@@](O)(C(C)C)C(=O)O3	27
91	C=CCN1C(=O)[C@@]2(O[C@@H](CCn3cc(CCO)nn3)[C@H]([Si](C)(C)c3ccc(OC)cc3)[C@H]2C)c2cc(N3C(=O)c4cccc5cccc3c45)ccc21	90*

# A portion of the library. The share of hits here may be higher or lower than overall.
